Screening results (PubChem)
TIM10 inh: growth inhibitors of TIM10 yeast strain; inhibition, % at 10 µM; AID 463195; 330,000 tested, 1.4% active; S. cerevisiae TIM10 strain growth, BacTiter-Glo luminescence, 24 h;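 active = inhibition of 40% or more at the single tested concentration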;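 note: wild-type TIM10 isogenic control strain grown at permissive 25 °C; 0% = DMSO yeast wells and 100% = minimal medium wells without yeast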
mIAP block: mouse IAP inhibition; purified mouse IAP, CDP-Star luminescence, 30 min; 330,000 tested, 0.2% active; AID 2806; inhibition, % at 10 µM;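 active = inhibition of at least 40% at 10 µM in the primary screen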;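 note: plate controls were DMSO with enzyme for no effect and no enzyme wells for full effect; values of inactives mirror those of a sister screen read the other way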
Apaf1 inhib: inhibitors of human Apaf-1 apoptosome. O14727. reconstituted apoptosome caspase-3 activity, DEVD-Rh110 fluorescence. 330,000 tested, 0.71% active. inhibition, % at 20 µM; active = inhibition of at least 40% at 20 µM;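 note: plate controls were DMSO wells for no effect and DEVD-CHO caspase inhibitor wells for full effect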
Target sequence (O14727 whole entry, looked up): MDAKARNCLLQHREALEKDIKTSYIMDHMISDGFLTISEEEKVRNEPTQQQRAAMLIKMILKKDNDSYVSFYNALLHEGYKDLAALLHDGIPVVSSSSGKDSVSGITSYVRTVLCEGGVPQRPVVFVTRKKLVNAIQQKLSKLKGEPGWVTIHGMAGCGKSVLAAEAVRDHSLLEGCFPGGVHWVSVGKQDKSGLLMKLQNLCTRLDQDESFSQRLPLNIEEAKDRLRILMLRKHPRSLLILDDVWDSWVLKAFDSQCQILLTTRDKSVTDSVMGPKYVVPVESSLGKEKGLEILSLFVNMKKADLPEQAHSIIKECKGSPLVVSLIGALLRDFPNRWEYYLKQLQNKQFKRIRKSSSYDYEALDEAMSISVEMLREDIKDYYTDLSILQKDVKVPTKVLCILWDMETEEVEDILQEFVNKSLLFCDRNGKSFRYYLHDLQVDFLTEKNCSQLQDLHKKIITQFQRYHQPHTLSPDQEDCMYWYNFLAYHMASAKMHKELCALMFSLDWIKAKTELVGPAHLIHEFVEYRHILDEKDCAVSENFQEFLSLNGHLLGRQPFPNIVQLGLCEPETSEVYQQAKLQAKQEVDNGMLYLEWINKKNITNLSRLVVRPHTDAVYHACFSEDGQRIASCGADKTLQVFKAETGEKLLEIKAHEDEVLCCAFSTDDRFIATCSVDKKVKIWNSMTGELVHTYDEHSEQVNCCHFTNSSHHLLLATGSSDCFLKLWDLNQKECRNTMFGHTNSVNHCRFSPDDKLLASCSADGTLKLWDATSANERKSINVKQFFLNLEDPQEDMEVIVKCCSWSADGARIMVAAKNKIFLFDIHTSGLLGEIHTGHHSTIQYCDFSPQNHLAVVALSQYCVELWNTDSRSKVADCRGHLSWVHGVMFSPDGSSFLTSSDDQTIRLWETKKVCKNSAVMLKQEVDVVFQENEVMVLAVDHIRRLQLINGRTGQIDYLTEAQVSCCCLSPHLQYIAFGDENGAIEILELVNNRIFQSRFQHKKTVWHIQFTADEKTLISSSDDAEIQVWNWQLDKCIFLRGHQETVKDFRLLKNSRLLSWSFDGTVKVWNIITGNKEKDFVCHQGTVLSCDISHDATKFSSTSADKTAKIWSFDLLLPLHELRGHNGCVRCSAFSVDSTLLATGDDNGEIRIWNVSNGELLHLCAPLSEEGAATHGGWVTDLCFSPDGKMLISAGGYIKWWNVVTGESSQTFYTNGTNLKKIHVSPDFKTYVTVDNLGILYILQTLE
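Assay system: Apoptosome proteins | Medium: pH 7.5 Hepes buffer with CHAPS, BSA, DTT | Also added: Cytochrome c and DEVD-Rh110 substrate | Times: 30 min plus 50 min, RT | Detection: Rhodamine 110 fluorescence at Ex 480/Em 540 nm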
mIAP act: mouse IAP activation; activation factor at 10 µM; muIAP, CDP-Star luminescence, 30 min; stronger effect = higher value; 1 = vehicle-only enzyme signal, 0 = enzyme-free wells; 330,000 tested, 0.24% active; AID 2805;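 active = activation factor of at least 2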; note: the source names both 10 and 20 µM as test concentration; values of inactives mirror those of a sister screen read the other way
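also added = chemiluminescent substrate CDP-Star | test system = mouse IAP enzyme | signal = chemiluminescence readout | compound = DMSO-dissolved test compounds | incubation = 30 min at room temperature | benchmarks = DMSO wells, no-enzyme wells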
tim10-1 inh: tim10-1 yeast growth inhibition; S. cerevisiae tim10-1 ts strain growth, BacTiter-Glo, 24 h; inhibition, % at 20 µM; 330,000 tested, 2.2% active; AID 463190;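 active = inhibition of at least 40%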;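 note: mutant grown at 25 °C; 0% = DMSO wells with yeast and 100% = wells holding no yeast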
ATG4B inh: ATG4B (human) cysteine protease inhibition; Q9Y4P1; ATG4B cleavage of LC3-PLA2, NBD-HPC fluorescence, 1 h; inhibition, % at 8.33 µM; 340,000 tested, 0.51% active; AID 504462; in the data active = inhibition above about 40%
hIAP activ: human IAP activation. P09923. purified human IAP, CDP-Star luminescence, 30 min; stronger effect = higher value; 1 = vehicle-only enzyme, 0 = enzyme-free background. activation factor at 10 µM. 330,000 tested, 0.16% active. AID 2524;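 active = activation factor of the enzyme at least 2-fold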; note: the source names both 10 and 20 µM as test concentration; values of inactives mirror those of a sister screen read the other way
hIAP block: blocks human intestinal alkaline phosphatase | 330,000 tested, 0.12% active | P09923 | purified IAP, CDP-Star luminescence, 30 min | inhibition, % at 10 µM | AID 2544;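 active = inhibition reaching a set limit with compound at 10 µM in the primary screen, cut at about 35% in these data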;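 note: plate controls were DMSO wells with enzyme for no effect and no-enzyme buffer wells for full effect; values of inactives mirror those of a sister screen read the other way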
NALP3 yeast inh: inhibitors of NALP3 inflammasome in yeast; inhibition, % at 10 µM; Yeast reconstituted NLRP3/ASC/caspase-1, beta-gal luminescence, 24 h; 330,000 tested, 0.39% active; AID 2825;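 active = inhibition of 50% or more; inactive = inhibition below 50%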;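 note: plate controls were induced DMSO wells for no effect and uninduced yeast grown without galactose for full effect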
* hit, by the source's call; x = no result given.

SMILES	TIM10 inh	mIAP block	Apaf1 inhib	mIAP act	tim10-1 inh	ATG4B inh	hIAP activ	hIAP block	NALP3 yeast inh
O=C(CSc1nnnn1C1CCCCC1)Nc1ccccc1F	-12	-4	13	1	10	1	1.1	-5	7
COc1ccccc1NS(=O)(=O)c1cccc(C(=O)N/N=C2\CC(=O)CC(C)(C)C2)c1	7	12	5	0.88	-5	-20	1.1	-14	5
CCCCN(C)C/C(O)=C(\C#N)c1nc(-c2ccccc2)cs1	-1	6	-10	0.94	8	1	0.96	4	-1
CNc1ccc(Cl)cc1C(N)=O	-15	-8	4	1.1	-12	-1	0.97	3	9
CCOc1ccc(CNC(=O)CCC(=O)N2CCSc3ccccc32)cc1	-2	-12	3	1.1	-1	-4	0.95	5	-5
Cc1ccc(C(C)C)c(OCC(=O)NS(=O)(=O)c2ccc(Cl)cc2)c1	3	-1	0	1	9	-2	1.2	-20	8
Cc1cccc(NC(=O)CSc2nnc(NC(=O)CN3CCCCC3)s2)c1	3	2	-5	0.98	8	x	1	-1	4
COc1ccc(C(=O)N/N=C\C(C)=C\c2ccccc2)cc1OC	20	2	-17	0.98	8	-7	1	-2	-2
Cc1c(Cl)cccc1NC(=O)CSc1nc2c(c(=O)[nH]1)CCCC2	10	-8	13	1.1	-5	x	1.1	-12	5
Cc1ccc(-n2ncc3c2CC(C)(C)CC3NC(=O)CCc2cccnc2)cc1 (centres undefined)	-1	-4	3	1	11	3	1	0	8
COc1ccc(-n2nnc3c(=O)n(CC(=O)Nc4cc(C)on4)cnc32)cc1OC	-14	8	-8	0.92	15	-2	0.94	6	-9
Cc1ccc(C2N(c3ccc(Cl)c(Cl)c3)C(=O)C3CCCN32)o1 (centres undefined)	-22	6	3	0.94	-27	-13	0.97	3	3

Structural class, the entries above containing an aryl thioether with sulfur outside any ring.
SMILES	TIM10 inh	mIAP block	Apaf1 inhib	mIAP act	tim10-1 inh	ATG4B inh	hIAP activ	hIAP block	NALP3 yeast inh
O=C(CSc1nnnn1C1CCCCC1)Nc1ccccc1F	-12	-4	13	1	10	1	1.1	-5	7
Cc1cccc(NC(=O)CSc2nnc(NC(=O)CN3CCCCC3)s2)c1	3	2	-5	0.98	8	x	1	-1	4
Cc1c(Cl)cccc1NC(=O)CSc1nc2c(c(=O)[nH]1)CCCC2	10	-8	13	1.1	-5	x	1.1	-12	5

Next part.
SMILES	TIM10 inh	mIAP block	Apaf1 inhib	mIAP act	tim10-1 inh	ATG4B inh	hIAP activ	hIAP block	NALP3 yeast inh
Cc1ccc(S(=O)(=O)N2CCN(C(=O)NCc3ccc(F)cc3)CC2)c(C)c1	-2	-18	8	1.2	19	31	1.1	-14	14
COc1ccc(CCNc2cc(C)nc3c(-c4ccc(Cl)cc4)c(C)nn23)cc1OC	3	-1	24	1	44*	1	1	-2	18
Clc1cc(Br)ccc1OCCCn1ccnc1	-17	-12	10	1.1	-66	-8	1.1	-6	-3
O=C(NC1CCCC1)c1ccc([N+](=O)[O-])s1	19	4	-3	0.96	25	6	1	0	11
CCOC(=O)c1cc(S(=O)(=O)N2CCC(C)CC2)cn1C	3	-1	-12	1	8	-4	1	0	-1
c1ccc2[nH]c(CSc3ncnc4c3oc3ccccc34)nc2c1	19	4	8	0.96	5	9	1.1	-11	17
CC1(C)C=Cc2cc3ccc(=O)oc3cc2O1	19	-18	1	1.2	28	-2	1.1	-8	0
CN(C)c1ccc(NC(=O)Oc2ccccc2)cc1	15	0	48*	1	-15	-14	1.3	-32	43
COc1cccc(CSc2nc3ccncc3[nH]2)c1	1	-1	-11	1	11	31	1.1	-14	-8
O=C1C2C3c4ccccc4C(c4ccccc43)C2C(=O)N1Cc1ccccn1 (centres undefined)	33	4	-21	0.96	26	-9	0.84	16	6
CCN(c1ccccc1)S(=O)(=O)c1cc(CN2C(=O)c3cccnc3C2=O)ccc1OC	1	-8	-6	1.1	11	4	1.1	-10	17
NC(=O)CSc1nnnn1-c1cccc(Cl)c1	12	1	-3	0.99	8	4	0.84	16	10
CN(CC(=O)Nc1ccc(Cl)cc1)CC(=O)Nc1cccc2ccccc12	3	-15	19	1.2	21	-8	0.86	14	3
O=C1C(=O)N(CCN2CCOCC2)C(c2ccc(Cl)c(Cl)c2)/C1=C(/O)c1ccc2c(c1)OCO2 (centres undefined)	5	5	-1	0.95	12	-5	1.2	-21	1
CCN(CC)CCCn1c2c(c(SCC(=O)Nc3nc4ccccc4s3)nc1=O)CCC2	3	4	9	0.96	2	-2	1.2	-18	8
COc1ccc(CCC(C)NCc2ccccc2OC)cc1 (centres undefined)	-17	8	-2	0.92	-32	-2	0.86	14	11
O=C(c1ccccc1)c1ccc2cc(O)ccc2c1	26	1	15	0.99	48*	-9	1.1	-7	12
NC(=O)[C@@H]1CC2(CC(c3cccc(NC(=O)CC(c4ccccc4)c4ccccc4)c3)=NO2)CN1C(=O)c1ccc(Cl)cc1 (some centres undefined)	3	-42	13	1.4	2	4	1	-5	9
CC(C)Cn1c2c(c(O)c(C(=O)Nc3ccc(F)cc3)c1=O)CCCC2	-2	4	17	0.96	22	-9	0.97	3	23
Cc1occc1C(=O)N/N=C/c1cnn(C)c1C	-4	-1	-4	1	6	-10	1	-3	3
CC(=O)c1ccc(OCC(=O)Nc2ccc(N3CCCCC3)cc2)cc1	-1	6	18	0.94	-10	-4	0.8	20	24
CC(C)=CCCC(C)N(C=O)C(C)CCC=C(C)C (centres undefined)	3	0	10	0.99	25	-11	0.97	3	-17
CCOC(=O)[C@H]1[C@H]2COc3ccc(OC)cc3[C@@H]2N2C(=O)CN(CC3CCCO3)C(=O)[C@@]12C (some centres undefined)	0	-5	-8	1	10	-10	0.87	13	-4
Cn1nc(-c2ccc(Cl)cc2)c2cc(C(=O)NCCCN3CCOCC3)sc21	7	-9	15	1.1	-16	-20	0.91	9	6
N#CCSc1ncccc1-c1nc2ccccc2[nH]1	-7	-4	-15	1	4	0	1.1	-7	19
CCC(OC(=O)c1nsc(Cl)c1Cl)C(=O)NCc1cccs1 (centres undefined)	14	-12	1	1.1	21	-15	1.2	-20	13
O=C1CCC/C(=N\NC(=O)c2ccc(CSc3cccc4cccnc34)cc2)C1	14	11	4	0.89	7	-8	0.86	14	16
CCN1C(=O)/C(=C/c2cc(C)n(C)c2C)SC1=Nc1ccc(OC)cc1	14	0	32	1	19	21	0.96	4	18
COc1ccc(NC(=O)CS(=O)(=O)c2ccc(Br)cc2)cc1	8	-4	2	1	-14	-13	1.1	-9	8
COc1ccc(-c2nc3cc([N+](=O)[O-])ccc3o2)cc1	-9	2	-5	0.98	-8	3	1.1	-10	25
Cc1ccc(CNC(=O)CN2C(=O)c3ccccc3S2(=O)=O)cc1	-6	5	-5	0.95	-14	-2	0.99	1	15
O=C(COc1ccccc1Cl)NCc1nc(-c2ccccc2)no1	-11	0	15	1	17	7	1	-1	35
Cc1cccc(N2CCN(Cc3cn(C)nc3-c3ccccc3F)CC2)n1	13	0	0	1	0	-6	1.1	-11	8
CC1CCc2nc(NC(=O)C3COc4ccccc4O3)sc2C1 (centres undefined)	27	-2	24	1	49*	6	1.1	-14	27
CCn1c(SCC(=O)c2cccs2)nnc1-c1ccco1	-6	5	5	0.95	32	-6	0.83	17	9
Cc1ccccc1Cn1c(C(C)O)nc2ccccc21 (centres undefined)	20	6	-3	0.94	22	-3	1.2	-16	-18
O=C(Nc1ccc(OCC(=O)N2CCN(S(=O)(=O)c3ccccc3)CC2)cc1)c1ccco1	1	-1	1	1	28	4	1	-5	2
Cc1nn(CC(=O)NC2CCC(C)CC2)c(=O)c(C#N)c1C (centres undefined)	-4	-2	0	1	-11	-4	1.1	-15	3
COc1cc(OC)cc(C(=O)NCC(=O)OCC(=O)N2c3ccccc3NC(=O)C2(C)C)c1	-15	9	-13	0.91	9	-11	1.1	-13	-10
Cc1ccc(S(=O)(=O)NC(C)C(=O)NC2CC2)cc1 (centres undefined)	8	0	-3	1	7	-8	0.9	10	-7
Cc1cc(C(=O)N/N=C2\CCCc3ccccc32)c(C)o1	1	-3	5	1	13	-1	0.99	1	11
COc1ccc(N(C)S(=O)(=O)c2ccc3c(c2)NC(=O)CO3)c(OC)c1	-2	3	3	0.97	0	7	0.89	11	9
CC(=O)Nc1ccc(S(=O)(=O)N2CCN(c3ccc([N+](=O)[O-])c(NCCN4CCOCC4)c3)CC2)cc1	11	23	0	0.77	9	-21	0.93	7	13
Cc1cccn2c(=O)c(C=Nc3ccccc3)c(NCc3ccco3)nc12	19	13	-6	0.87	6	13	0.88	12	20
COc1ccc(O)c(/C=C2/SC(=S)N(Cc3ccccc3)C2=O)c1	26	8	11	0.92	33	2	0.74	26	25
COc1ccc(-n2nnnc2-c2ccccc2)cc1	24	7	-20	0.93	20	0	0.95	5	8
CCN1CCN(CC(=O)NC2CCCC2)C(=O)C1=O	1	8	5	0.92	-5	-8	0.92	8	12
N=C1C(c2nc3ccccc3[nH]2)=C(O)CN1NC(=O)c1c[nH]c2ccccc12	4	-3	-9	1	-14	-8	1.4	-44	-1
CCCCCN(C(=O)CCC(=O)OCC(=O)N(C)Cc1ccc(C)cc1)c1c(N)n(CCCC)c(=O)[nH]c1=O	7	8	12	0.92	-1	-4	1.2	-25	-3
Cc1ccc(S(=O)(=O)N(C)/N=C/c2ccc(C(=O)O)cc2)cc1	-5	-2	-2	1	11	4	1.1	-9	-4
Cc1nn(S(=O)(=O)N2CCOCC2)c(C)c1Br	-12	4	6	0.96	-10	-6	0.89	12	0
CS(=O)(=O)N(CCc1ccccc1)CC(=O)NCc1cccnc1	0	-2	-7	1	-15	7	0.97	3	14
COc1cc(C(=O)N=c2sc3c(C)ccc(OC)c3n2C)cc(OC)c1OC	7	0	7	1	8	1	1	-2	10
CN(CC(=O)Nc1ccccc1C(F)(F)F)C(=O)CSc1nnc(N)s1	5	2	-2	0.98	-5	1	0.94	6	9
COc1ccc(S(=O)(=O)Nc2ccc3c(c2)C(=O)N([C@H](C)CO)C[C@H](C)[C@@H](CN(C)C(=O)Nc2ccc(C(F)(F)F)cc2)O3)cc1	4	-1	22	1	8	-11	1	-2	8
CC(C)(C)Nc1nc(C(N)=O)nc(N2CCOCC2)n1	-8	2	6	0.98	8	-12	1.5	-51	-17
O[C@H]1c2ccccc2[C@H](Cc2cncs2)[C@@H]1Br	-2	3	-6	0.97	8	-1	0.91	9	-11
C=CCOC(=O)C1=C(C)NC2(O)c3ccccc3C(=O)C12O (centres undefined)	-10	7	6	0.93	-8	-1	0.9	10	1
CCOC(=O)N1CCN(C(=O)c2ccccc2NC(=O)c2ccccc2Cl)CC1	8	1	-9	0.99	0	4	0.99	1	2
O=S(=O)(c1ccc(Cl)cc1)c1ccccn1	13	0	-7	1	4	1	0.93	7	-10
CN1CCN(C(=O)c2ccc(CN3CCOCC3)cc2)CC1	-12	-4	-5	1	6	-10	1.1	-6	2

Record cards (already shown). Order of screens: TIM10 inh	mIAP block	Apaf1 inhib	mIAP act	tim10-1 inh	ATG4B inh	hIAP activ	hIAP block	NALP3 yeast inh
Cc1occc1C(=O)N/N=C/c1cnn(C)c1C in the list: -4	-1	-4	1	6	-10	1	-3	3
COc1cc(C(=O)N=c2sc3c(C)ccc(OC)c3n2C)cc(OC)c1OC in the list: 7	0	7	1	8	1	1	-2	10
CCN1C(=O)/C(=C/c2cc(C)n(C)c2C)SC1=Nc1ccc(OC)cc1 in the list: 14	0	32	1	19	21	0.96	4	18
CC1CCc2nc(NC(=O)C3COc4ccccc4O3)sc2C1 (centres undefined) in the list: 27	-2	24	1	49*	6	1.1	-14	27
